# Tb PFK inh = blocks T. brucei phosphofructokinase; O15648; T. brucei PFK, ADP-Glo luminescence; Potency, µM (highest dose often 57.5 µM), inactives show at the highest dose activity, negative = inhibition, usual class: inhibitors; 330,000 compounds, 0.17% hits; AID 485367;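 further: potency means the concentration at half of the fitted maximal effect; 0% = uninhibited 1x PFK enzyme wells and -100% = no-enzyme wells; nearly all actives have a fitted effect of over 60% in size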
#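 PFK 1.25 nM, F6P 0.5 mM, ATP 0.1 mM, 0.1 M TEA pH 8.0, 5 mM MgCl2, 0.01% Tween20, 0.1% BSA; 45 min RT. ADP-Glo readout. qHTS titration up to 57 uM; curves fitted, compounds curve-classed.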
# Chronic BCR inh = blocks chronic active B-cell receptor signaling. 340,000 compounds, 0.05% hits. ABC-DLBCL IkBa-CBG/CBR reporter, luminescence ratio, 4 h. Potency, µM (top dose mostly 46.1 µM), inactives show at the highest dose ratio change, negative = lower green/red ratio, most hits filed as inhibitors; active means well fitted inhibition curve with a large enough effect in the signal ratio, with a control signal flat, not every such curve was filed as active; inconclusive means small, poorly fitted or top-dose-only effect, or effect the other way, or a change in a side signal; the % refers to the signal ratio;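 further: potency means the concentration at half of the fitted maximal effect; plate controls were basal doxycycline-induced cells for no effect and cells given 10 µM MG132 for full effect; MG132 reads +100%, hits lower the ratio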
#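 Concentration-response series (up to 46 uM) were applied to TMD8 dual-reporter cells for 4 h at 37C with doxycycline. Green/red ratio, after filter-overlap correction, defined %Activity; red signal alone was normalised to basal cells and zero luminescence.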
# Mito fusion yeast = blocks mitochondrial division or promotes mitochondrial fusion. AID 485298. 320,000 compounds, 0.23% hits. Potency, µM (series often up to 46.1 µM), for inactives: at the highest dose growth rescue (activation), usual class: activators. S. cerevisiae fusion-defective mutant growth rescue, CellTiterGlo 48 h;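 further: potency means the concentration at half of the fitted maximal effect; % of control where 0% means no effect; nearly all actives have a fitted effect of over 45% in size; temperature-sensitive fusion mutants such as fzo1-1 at 37 °C on non-fermentable ethanol glycerol medium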
#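 Temperature-sensitive fusion-defective S. cerevisiae (e.g. fzo1-1, mgm1-5) were grown with compound in YPEG medium (3% ethanol, 3% glycerol) for 48 hours at 37C. Growth rescue was measured as viability by CellTiterGlo luminescence after 10 minutes at ambient.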
# TCR activator = activates T cell receptor signaling; primary human leukocytes, anti-CD3, IL-2 HTRF, 48 h; Potency, µM (highest dose often 9.22 µM), inactives show top-dose activation of IL-2 secretion, actives largely listed as activators; 330,000 tested, under 10 active; further: % of control where 0% means no effect
#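 Activity was scored as IL-2 release from primary human leukocytes given only a TCR signal (a-CD3 beads) plus compound for 48 hr. Detection used a two-antibody HTRF format read at 665nm.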
# uPA surface inh = inhibitors of cell surface uPA generation. cell surface uPA generation assay, qHTS. Potency, µM (doses to about 38.3 µM), inactives show top-dose activity change, negative = inhibition, hits mostly inhibitors. 330,000 compounds, 0.31% hits; active means well fitted inhibition curve with a large enough effect; inconclusive means small, poorly fitted or top-dose-only effect; inactive means no such curve, though single readings can be large or run the other way; tested in mouse RAW 264.7 cells; further: potency means the concentration at half of the fitted maximal effect; on the % scale 0 is the no-effect control and ±100 the full control effect; nearly all actives have a fitted effect of over 55% in size
# PTAP TSG101 blk = blocks PTAP/TSG101 interaction to inhibit HIV-1 budding | Q99816 | Fluorescence polarization, FITC-PTAP peptide / Tsg101 binding | 340,000 tested, under 10 active | Potency, µM (top dose mostly 115 µM), inactives show at the top dose activity change, negative = inhibition, actives largely listed as inhibitors; active means well fitted inhibition curve with a large enough effect in the main read-out, with a control signal flat, not every such curve was filed as active; inconclusive means small, poorly fitted or top-dose-only effect, or effect the other way, or a change in a side signal; inactive means no such curve, though single readings can be large or run the other way; further: potency means the concentration at half of the fitted maximal effect; % of control where 0% means no effect
#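 FP read-out: FITC-PTAP peptide, 50 nM final, binding Tsg101 binding domain, 10 uM final; 20 min, r.t.; 10 mM HEPES pH 7.5, 0.15 M NaCl, 0.01% Tween 20, 3 mM EDTA, 0.1 mM TCEP.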
# USP2a inh = blocks human ubiquitin-specific protease USP2a; O75604; USP2 core, Ub-CHOP2 coupled fluorogenic reporter, 485/531; Potency, µM (doses to about 38.3 µM), without a hit: top-dose activity change, negative = inhibition, most hits filed as inhibitors; 330,000 compounds, 0.01% hits; AID 463254;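 further: potency means the concentration at half of the fitted maximal effect; plate controls were DMSO wells for no effect and full inhibition by NEM control for full effect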
# Target sequence (O75604 whole entry, looked up): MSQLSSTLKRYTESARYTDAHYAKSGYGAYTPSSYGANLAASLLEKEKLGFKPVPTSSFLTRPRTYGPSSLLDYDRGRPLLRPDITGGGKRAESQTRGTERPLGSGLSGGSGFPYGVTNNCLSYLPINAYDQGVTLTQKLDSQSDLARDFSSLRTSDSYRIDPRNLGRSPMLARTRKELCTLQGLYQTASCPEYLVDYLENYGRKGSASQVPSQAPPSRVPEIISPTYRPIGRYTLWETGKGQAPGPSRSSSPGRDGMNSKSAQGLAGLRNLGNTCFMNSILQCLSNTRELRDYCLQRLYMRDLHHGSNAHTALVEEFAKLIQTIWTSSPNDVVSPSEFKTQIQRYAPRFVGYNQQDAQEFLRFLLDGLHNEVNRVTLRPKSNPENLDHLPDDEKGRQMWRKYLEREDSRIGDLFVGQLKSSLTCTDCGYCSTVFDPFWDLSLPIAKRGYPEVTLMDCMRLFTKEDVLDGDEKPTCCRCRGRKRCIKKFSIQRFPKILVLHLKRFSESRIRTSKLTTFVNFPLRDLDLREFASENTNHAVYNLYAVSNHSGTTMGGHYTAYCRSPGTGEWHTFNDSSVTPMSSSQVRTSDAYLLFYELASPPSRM
#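 Cell-free coupled assay: 10nM USP2 core preincubated 30min RT with compound in Tris-HCl pH 8.0/CaCl2/CHAPS buffer, then 25nM Ub-CHOP2 and 25nM reporter substrate; fluorescence (Ex 485/Em 531) read after 60min RT, normalized to NEM inhibition, concentration-response curves fitted.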
# Eya2 phos inh = Eya2 (human) phosphatase inhibition | AID 488837 | Potency, µM (doses to about 76.9 µM), inactives show at the highest dose activity, negative = inhibition, most hits filed as inhibitors | recombinant Eya2, OMFP fluorescence dephosphorylation (OMFP is methylfluorescein phosphate) | 330,000 compounds, 0.006% hits | O00167; further: potency means the concentration at half of the fitted maximal effect; on the % scale 0 is the no-effect control and ±100 the full control effect
#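 Eya2 protein (added as 0.2 uM solution) was preincubated with compound for 10 min at ambient temperature in 50 mM HEPES pH 7.5, 50 mM NaCl, 5 uM MgCl2, 0.05% BSA, 1 mM DTT. OMFP (added at 50 uM) then reacted 10 min; fluorescence read at 485/525 nm.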
# TSHR antagonist = blocks TSH signaling through the human TSH receptor | 330,000 compounds, 0.2% hits | activity change, negative = inhibition, % at 11.5 µM | P16473 | TSHR-expressing cells, TSH-stimulated cAMP HTRF, 2 h; hits give low values;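 active means activity change below a set negative limit, meaning inhibition stronger than a set level, cut at about -70% in these data; inconclusive means activity change between two set negative limits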; further: on the % scale 0 is the no-effect control and ±100 the full control effect
#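 Antagonism was scored as loss of TSH-driven cAMP in TSHR cells, stimulated with 4nM TSH (EC80) for 2 hours at 37 deg C and detected by homogeneous HTRF competition immunoassay.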
# B2AR arrestin = agonists driving beta-arrestin recruitment to human beta2-adrenergic receptor | P07550 | beta-arrestin recruitment to beta2AR, cell-based reporter | Potency, µM (doses to about 46.1 µM), for the others: at the highest dose activation, hits mostly activators | 330,000 compounds, 0.02% hits | AID 492947;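 further: potency means the concentration at half of the fitted maximal effect; 0% = DMSO controls and full agonism = EC100 isoproterenol or metaproterenol; nearly all actives have a fitted effect of over 65% in size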
# Target sequence (P07550 whole entry, looked up): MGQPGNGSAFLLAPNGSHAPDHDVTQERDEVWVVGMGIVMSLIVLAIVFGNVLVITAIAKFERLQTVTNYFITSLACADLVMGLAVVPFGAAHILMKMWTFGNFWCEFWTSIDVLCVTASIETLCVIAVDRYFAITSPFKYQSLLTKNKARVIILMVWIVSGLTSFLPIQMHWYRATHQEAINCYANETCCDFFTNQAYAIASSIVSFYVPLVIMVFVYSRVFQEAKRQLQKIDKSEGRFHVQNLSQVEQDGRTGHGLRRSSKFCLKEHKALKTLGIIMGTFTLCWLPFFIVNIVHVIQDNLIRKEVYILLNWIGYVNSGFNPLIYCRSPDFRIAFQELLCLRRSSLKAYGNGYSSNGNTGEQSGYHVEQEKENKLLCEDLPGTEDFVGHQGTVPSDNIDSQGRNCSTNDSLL
# ELG1 repair inh = ELG1-dependent DNA repair inhibition; HEK293T ELG1-luciferase reporter, luminescence, 16 h; DNA damage induced by 5-fluorouridine; Potency, µM (titrated, usually from 46.1 µM), without a hit: at the highest dose activity change, negative = inhibition, most hits filed as inhibitors; 330,000 compounds, 2.3% hits; further: potency means the concentration at half of the fitted maximal effect; on the % scale 0 is the no-effect control and ±100 the full control effect; nearly all actives have a fitted effect of over 55% in size
#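 Overnight (16 hr) co-exposure of 2,000 cells/well to 5-fluorouridine and compound at 37 °C preceded detection. Luciferase was quantified via ONE-Glo luminescence; loss of signal denotes inhibition.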
# * = called active by the depositor; u = inconclusive; x = not tested or not shown; [ ] = another dose, or the depositor's remark. Unless noted, the call rests on the fitted dose curve; in most records, active means well fitted curve in the direction sought with a large enough effect; inconclusive means small, poorly fitted or top-dose-only effect, or another doubt; inactive means no such curve, though single readings can be large; an effect the other way counts as inactive or inconclusive.
SMILES	Tb PFK inh	Chronic BCR inh	Mito fusion yeast	TCR activator	uPA surface inh	PTAP TSG101 blk	USP2a inh	Eya2 phos inh	TSHR antagonist	B2AR arrestin	ELG1 repair inh
O=C(NCc1ccccc1Cl)C1CCN(S(=O)(=O)N2CCC3(CC2)OCCO3)CC1	2%	2%	-1%	-1%	10%	2%	0%	0%	-1	0.1%	-6%
CC(C)OC(=O)CN1CCN(S(=O)(=O)c2cc(Cl)ccc2Cl)CC1	0%	1%	2%	13%	8%	-8%	2%	-34%	11	0.5%	3%
CCC(=O)N/N=C(\C)CC(=O)Nc1cc(Cl)ccc1C	-8%	-1%	20%	-4%[46.1 µM]	-1%	-2%	1%	2%	1	-0.4%	-9%
CCCCOC(=O)Nc1nc2ccc(OC)cc2s1	7%	u	13%	-8%	-3%	-5%	0%	2%	7	-0.5%	u
COc1cc([N+](=O)[O-])cc(/C=N/NC(=O)CSc2nnc(-c3ccccc3)n2C)c1O	0%	u	-3%	-3%	3%	1%	1%	-16%	-1	-0.6%	u
O=C(NC(C(=O)c1ccccc1)N1CCCCC1)c1ccccc1 (configuration not stated)	-2%	8%	1%	5%	0%	0%	0%	-25%	-2	-0.1%	u
COc1ccc(C)cc1NC(=O)CNC(c1ccccc1)c1ccc(C)cc1 (configuration not stated)	-9%	u	15%	-5%	1.8µM*	0%	3%	-13%	-5	-0.5%	6.5µM*
COc1ccc(/C=N/NC(=O)c2ccn[nH]2)cc1COc1ccc(Cl)cc1	-1%	u	0%	-5%	7%	-6%	0%	4%	-22	0.1%	-4%
CCOC(=O)c1c(NC(=O)c2nn(CC)cc2Br)c(C#N)cn1-c1ccccc1	0%	0%	19%	1%	-8%	1%	-1%	12%	-18	-0.4%	u
COc1ccc(CCNC(=O)CCCCC(=O)NCCc2ccc(OC)cc2)cc1	1%	5%	-1%	4%	16%	-2%	-2%	3%	0	0.3%	-1%
COc1ccc(C2=NOC(C(=O)Nc3c(C)n(C)n(-c4ccccc4)c3=O)C2)cc1 (configuration not stated)	-2%	6%	-2%	-6%	-1%	-3%	1%	1%	9	0.1%	-2%
O=C1C2C3c4ccccc4C(c4ccccc43)C2C(=O)N1c1cccc2cccnc12 (configuration not stated)	-1%	18%	1%	x	3%	-7%	1%	7%	-2	0.1%	-12%
COc1ccc(S(=O)(=O)N2CCC(C(=O)NCC3CCCCC3)CC2)cc1	-3%	-1%	4%	-3%	4%	0%	1%	-7%	-3	0.1%	6%
CCN(CC)S(=O)(=O)c1ccc(N2CCCC2)c(NS(=O)(=O)c2ccc(F)cc2)c1	2%	1%	-1%	5%	1%	-1%	1%	-5%	16	-1.2%	3%
Cc1nn(-c2ccccc2)c2c1C(=O)N(Cc1ccccc1)C(=O)C(C)(C)C2	-2%	11%	7%	-5%	4%	-4%	-1%	-9%	44	-0.8%	u
CCc1cc2c(=O)[nH]c(COC)nc2s1	1%	1%	11%	1%[46.1 µM]	14%	-5%	1%	7%	2	0.2%	17%
O=C(COc1ccc2ccccc2c1)N1CCN(C(=O)c2ccc([N+](=O)[O-])cc2)CC1	-4%	2%	-8%	6%	-5%	-2%	4%	-7%	-8	-0.3%	u
O=C(O)c1c2c(nc3ccccc13)/C(=C/c1ccc(O)cc1)CCC2	-1%	0%	1%	0%	1%	-7%	2%	9%	-1	0.2%	4%
CC(NS(=O)(=O)c1ccc(OCC(=O)NCc2ccncc2)cc1)c1ccccc1 (configuration not stated)	0%	-5%	-1%	-3%	-3%	-2%	0%	15%	2	-0.2%	8%
N#Cc1ccccc1OCc1cccc(S(=O)(=O)N2CCOCC2)c1	17%	-10%	6%	2%	10%	-2%	-3%	4%	-26	-0.1%	0%
S=C(NCc1ccccc1)NCc1cccc(CNC(=S)NCc2ccccc2)c1	1%	1%	0%	3%[46.1 µM]	-19%	-12%	-1%	-23%	-2	1.1%	-4%
O=C(COC(=O)CC1CCS(=O)(=O)C1)Nc1ccc(F)cc1 (configuration not stated)	-6%	1%	x	-3%	-18%	0%	0%	12%	x	0.1%	u
CC(C)C(NC(=O)c1ccccc1F)C(=O)NCc1ccc(S(=O)(=O)N2CCOCC2)cc1 (configuration not stated)	20%	-5%	-4%	-3%	0%	-1%	0%	-28%	2	0.0%	-7%
Cn1c(Oc2ccccc2)c(C=O)c2ccccc21	-2%	u	-4%	-6%	-6%	-3%	5%	-1%	11	-0.6%	5%
O=[N+]([O-])c1ccc(C(O)CN2CCN(C/C=C/c3ccccc3)CC2)cc1 (configuration not stated)	-5%	-6%	-32%[inhibitor]	0%	6%	-9%	-5%	3%	10	0.5%	u
CN(C(=O)c1ccccc1OC1CCN(S(C)(=O)=O)CC1)C1CCOC1 (configuration not stated)	-6%	-2%	6%	5%	11%	-3%	1%	11%	1	0.1%	u
O=C(Cn1cnc2ccccc2c1=O)Nc1cccc(S(=O)(=O)N2CCCCC2)c1	15%	-1%	8%	-2%	-3%	-7%	2%	0%	-20	0.1%	0%
COCC(=O)Nc1nc(-c2ccc(-c3ccccc3)cc2)cs1	3%	u	4%	x	-3%	-1%	1%	2%	-13	2.5%	u
COc1ccccc1-c1ccc(SCc2cccc(F)c2)nn1	-3%	u	7%	9%	8%	1%	0%	-7%	-10	0.0%	u
Cc1cc(NC(=O)CCC(=O)N(CC(=O)NCC2CCCO2)c2cccc(F)c2)no1 (configuration not stated)	0%	7%	4%	-3%	-1%	0%	4%	0%	-13	-0.1%	-5%

# Later entries
SMILES	Tb PFK inh	Chronic BCR inh	Mito fusion yeast	TCR activator	uPA surface inh	PTAP TSG101 blk	USP2a inh	Eya2 phos inh	TSHR antagonist	B2AR arrestin	ELG1 repair inh
CCOC(=O)C1CCN(S(=O)(=O)c2ccc(OCC)cc2)CC1	-3%	17%	-2%	4%	0%	-2%	2%	3%	7	-0.2%	-13%
NCCCC[C@@H]1NC(=O)c2cc([N+](=O)[O-])cc(F)c2NCCCC[C@@H](C(N)=O)NC(=O)CNC1=O	0%	3%	-3%	-1%	0%	-4%	1%	6%	1	-0.6%	14%
COc1ccc(C2CCCN2C(=S)Nc2ccc(C)cc2C)cc1OC (configuration not stated)	2%	-17%	-15%	1%	-8%	2%	-5%	1%	-9	-0.9%	u
Cc1ccc(S(=O)(=O)NCC(=O)OCC(=O)NC(=O)c2cccn2C)cc1	-5%	-6%	2%	3%	6%	-4%	1%	9%	-2	0.2%	u
Cc1cc(C)c(Cn2ncn(-c3ccc(Br)cc3)c2=O)c(C)c1	-1%	9%	1%	-1%	-2%	-1%	-2%	7%	-7	-0.5%	-9%
COc1ccc(N(CC(=O)Nc2cccc(C)c2)S(=O)(=O)c2c(C)n[nH]c2C)cc1	2%	u	1%	2%	x	-2%	-1%	-1%	42	-0.7%	14%
CCOc1ccccc1NC(=O)NCc1ccco1	-4%	3%	2%	5%	-2%	0%	1%	-4%	0	-0.9%	-22%
COc1cccc(-c2c(C(=O)N/N=C(\C)c3cccs3)nnn2-c2nonc2N)c1	5%	u	0%	0%	8%	-4%	1%	-6%	12	0.3%	-9%
CC(=O)c1ccc(N2C(=O)C3C4C=CC(CC4)C3C2=O)cc1 (configuration not stated)	9%	0%	12%	1%	1%	-7%	1%	-4%	14	-0.8%	14%
Cn1c(SCC(=O)Nc2ccccc2)nnc1-c1ccc2nonc2c1	0%	-7%	-2%	7%	4%	0%	-1%	-18%	3	0.1%	17%
CCCN=C1N(CC)C[C@@H]2[C@@H]3C(=O)N(C)C(=O)[C@@H]3[C@](C)(C(=O)OC)N12	-12%	u	x	-7%[46.1 µM]	19%	0%	-1%	8%	22	-0.5%	17%
O=C(NCc1cn(-c2ccccc2)nc1-c1ccccc1)c1cc([N+](=O)[O-])cc([N+](=O)[O-])c1	7%	2%	0%	17%	7%	2%	2%	1%	27	-0.4%	-13%
Cc1ccc(C(=O)COC(=O)CNC(=O)c2ccco2)cc1	-6%	-3%	2%	-2%	0%	-3%	4%	-1%	-1	-0.1%	0%

# Compounds as they come (roughly 3% active in at least one column).
